High-throughput results: PubChem, several laboratories
HUVEC tox TNFa: cytotoxicity in TNFa-stimulated HUVEC, primary screen, cytotoxicity control for VCAM1 expression modulator project, imaging, Hoechst nuclei count; AID 848, 2007; cell count reduction, % at 2 µM; 0.17% of 93,000 active; HUVEC TNFalpha-stimulated, Hoechst cell count;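 active = cell count reduction exceeding the screen mean by over 5 SD, scaled to untreated wells per plate, cut at about 78% in these data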;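 also: cells counted after 24 h of TNF alpha exposure following the 1 h pretreatment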
VCAM1 TNFa inh: inhibitors of TNFa-induced VCAM1 expression, primary screen, imaging, HUVEC, TNFa stimulus, immunofluorescence | HUVEC TNFa-induced VCAM-1 immunofluorescence, high-content imaging | inhibition, % at 2 µM | 0.48% of 95,000 active;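 active = inhibition above the batch mean plus 3 SD, with images confirmed as a hit by eye, cut at about 37% in these data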;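 also: 0% = TNF-stimulated DMSO wells and 100% = unstimulated control wells; not every result past the cut was called active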
cytoskel mod: modifiers of F-actin cytoskeleton organization, primary screen, imaging, HUVEC, phalloidin staining, high-content imaging; inhibition, % at 2 µM; HUVEC TNFa F-actin phalloidin imaging; 0.18% of 91,000 active;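 active = inhibition above the batch mean plus 3 SD and confirmed as a hit by visual image inspection, cut at about 30% in these data, passing the limit was not always enough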; also: strong numbers were not always called active
Lung fibro prol: antiproliferative effect on LL 47 fibroblasts – human, LL 47 cells, CellTiter-Glo luminescence, primary screen | viability, % at 10 µM | LL 47 human lung fibroblast viability, ATP luminescence; stronger effect = lower value | 1.1% of 85,000 active | AID 719, 2007;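 active = viability at or below 50% in the single dose screen; inactive = viability above 50%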;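 also: compound exposure lasted 72 h before the ATP readout; 100% = median luminescence of untreated cell-only wells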
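Signal: luminescent ATP detection, CellTiter-Glo; assay system: LL 47 human lung fibroblasts; input: 1,150 cells/well; incubation: overnight cell rest, 72 h compound treatment at 37 °C; measure: % viability versus median cells-only luminescence; medium: IMEM growth medium with 15% fetal bovine serum; dosing: compound addition at 0.1% DMSO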
HUVEC prolif 384: inhibitors of HUVEC proliferation, primary screen, cell-based, 384-well | CellTiter-Glo luminescence, 72 h; stronger effect = lower value | 1.1% of 86,000 active | viability, % at 10 µM (by protocol);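 active = viability at or below 30%; inactive = viability above 30%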;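 also: 100% = median luminescence of DMSO-only cell control wells on each plate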
IL1B cytotox: cytotoxicity in IL-1B stimulated HUVEC, primary screen, cytotoxicity control for IL-1B NFkB translocation project, imaging, Hoechst nuclear count, IL-1B stimulus; 0.41% of 94,000 active; HUVEC cell count loss; cell count reduction, % at 2 µM; AID 845, 2007;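 active = cell count reduction more than 3 SD above the screen-wide mean, cut at about 70% in these data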;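 also: normalized per plate to untreated control cells as the no-loss baseline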
Pyk2 oligo antag: antagonists of Pyk2 self-association, primary screen, Q293 cells, FERM NanoBiT luminescence, HTS; Protein-tyrosine kinase 2-beta (Homo sapiens), Q14289; stronger effect = lower value; z-score (the deposit names both 25 µM and 10 µM); 0.83% of 99,000 active;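 active = Z-score of -3 or lower, scaled per plate to the spread of control and sample wells; inactive = z-score above -3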;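 also: negative z-score means lost luminescence so less FERM oligomerization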
Target sequence (Q14289 whole entry, looked up): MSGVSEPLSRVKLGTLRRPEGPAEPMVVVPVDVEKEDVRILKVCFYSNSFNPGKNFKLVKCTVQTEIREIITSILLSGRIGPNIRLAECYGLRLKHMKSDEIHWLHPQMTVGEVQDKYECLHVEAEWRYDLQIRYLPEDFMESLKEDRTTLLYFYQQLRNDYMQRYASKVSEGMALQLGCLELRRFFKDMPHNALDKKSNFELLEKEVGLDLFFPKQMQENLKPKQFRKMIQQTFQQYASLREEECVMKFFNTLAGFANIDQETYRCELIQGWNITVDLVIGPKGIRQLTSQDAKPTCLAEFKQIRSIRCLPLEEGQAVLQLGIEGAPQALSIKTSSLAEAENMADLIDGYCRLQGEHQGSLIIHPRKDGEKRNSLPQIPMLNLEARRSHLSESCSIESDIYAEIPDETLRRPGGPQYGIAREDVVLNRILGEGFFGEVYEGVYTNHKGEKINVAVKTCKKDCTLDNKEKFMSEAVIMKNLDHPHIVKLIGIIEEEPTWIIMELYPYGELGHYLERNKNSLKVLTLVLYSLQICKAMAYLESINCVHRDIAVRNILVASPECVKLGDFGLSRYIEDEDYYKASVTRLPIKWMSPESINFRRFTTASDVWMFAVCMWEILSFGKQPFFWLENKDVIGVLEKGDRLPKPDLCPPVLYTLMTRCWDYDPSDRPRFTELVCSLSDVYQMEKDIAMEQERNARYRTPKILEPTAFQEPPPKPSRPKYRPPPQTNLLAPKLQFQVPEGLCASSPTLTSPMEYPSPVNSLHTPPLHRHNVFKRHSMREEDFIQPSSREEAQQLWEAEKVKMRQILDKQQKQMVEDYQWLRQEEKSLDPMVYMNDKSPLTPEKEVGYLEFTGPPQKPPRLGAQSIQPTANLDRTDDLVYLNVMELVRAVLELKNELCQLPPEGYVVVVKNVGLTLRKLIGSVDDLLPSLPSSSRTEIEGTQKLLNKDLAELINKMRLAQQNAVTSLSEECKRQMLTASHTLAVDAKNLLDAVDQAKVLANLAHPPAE
Smad3 FoxH1 inh: Smad3/FoxH1 peptide binding inhibitors, primary screen, biochemical, TR-FRET; Mothers against decapentaplegic homolog 3 (Homo sapiens), P84022; TR-FRET Smad3/Dy647-FoxH1 peptide binding, europium anti-His; inhibition, % at 25 µM; 0.29% of 88,000 active; AID 630, 2007;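 active = compounds that reduce the energy-transfer binding signal between the protein and its labelled peptide by more than half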;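 also: 0% = Smad3 plus labelled peptide maximal FRET and 100% = peptide-only background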
H69AR growth 86K: proliferation blockers of H69AR lung cancer cells, primary screen, cell-based, human, 86K library | H69AR lung tumor viability, ATP luminescence, 72 h; stronger effect = lower value | viability, % at 10 µM | 6% of 85,000 active | AID 598, 2007;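 active = viability at or below 40%; inactive = viability above 40%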;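 also: multidrug resistant small cell line overexpressing MRP-1 efflux transporter; 100% = mean luminescence of untreated control wells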
Numbers without * were called inactive; · = no result given; [ ] = dose if it differs, or a comment.

SMILES	HUVEC tox TNFa	VCAM1 TNFa inh	cytoskel mod	Lung fibro prol	HUVEC prolif 384	IL1B cytotox	Pyk2 oligo antag	Smad3 FoxH1 inh	H69AR growth 86K
CC(=O)Nc1ccc(NC(=O)CN(c2ccc(C34CC5CC(CC(C5)C3)C4)cc2)S(C)(=O)=O)cc1	8	-1	-45	·	·	-14	-0.43	·	·
Cc1[nH]nc(N=CC2=C(O)CC(C)(C)CC2=O)c1-c1ccccc1	·	·	·	91	108	-23	-0.24	5	98
O=C(CSc1nc2ccccc2s1)NCCCN1CCOCC1	-32	-2	0	97	94	-24	-0.28	1	87
Cc1occc1-c1nnc(SCC(=O)Nc2ccccc2)n1C(C)c1ccccc1 (stereo not drawn)	·	·	·	83	101	·	-0.96	4	89
CCOC(=O)C1CCN(c2c(NCc3ccc(C(=O)NCCC(C)C)cc3)c(=O)c2=O)CC1	-20	3	22	109	88	18	-0.21	7	86
Cc1cc(C)nc(NC(=O)c2ccc(C)c([N+](=O)[O-])c2)n1	-41	6	42	·	·	10	0.3	·	·
COCCn1c(=N)c(C(=O)NCCc2ccccc2)cc2c(=O)n3cccc(C)c3nc21	-22	-2	11	·	·	-22	-0.24	·	·
CCOC(=O)Nc1ccc2c(c1)N(C(=O)CN1CCN(C)CC1)c1ccccc1S2	-9	2	-1	·	·	-23	0.47	·	·
C=CCSc1nncn1/N=C/c1ccc(OC)cc1	-33	-13	0	·	94	-1	-0.57	12	94
Nc1ccc(CC2SC(=O)NC2=O)cc1 (stereo not drawn)	0	-16	0	94	94	12	1.8	1	117
CN=C(Nc1cc(C)nn1CCC#N)c1ccc(F)cc1	12	-15	19	100	94	-8	0.79	-1	110
N#Cc1c(SCc2cccc(Cl)c2)sc(C(=O)c2ccccc2)c1N	-6	-12	-6	83	94	-19	1.4	4	57
CCOC(=O)c1sc(NC(=O)c2cccnc2)nc1C	-18	12	9	96	91	-8	·	12	86
CCOc1ccc(C(F)(F)F)cc1NC(C)=O	15	2	-18	97	98	-23	0.32	3	101
CCOC(=O)/C(C#N)=C1/C=CNC(=O)N1	-23	0	8	108	108	3	0.32	-1	106
COc1cc(C)ccc1OCCCOc1ccccc1Br	-7	13	4	·	·	-26	-0.4	·	·
CCN(CC)S(=O)(=O)c1ccc(C(=O)NCc2cccs2)cc1	5	17	-2	·	·	2	-0.85	·	·
CC1Cc2ccccc2N1C(=O)CSc1nc2cc3c(cc2cc1C#N)OCO3 (stereo not drawn)	1	6	11	95	89	-8	-1.5	5[fluorescence artefact?]	74
CCC(C)(NC(=O)c1ccc(=O)[nH]c1)C(=O)NC1CCCC1 (stereo not drawn)	7	8	-7	107	99	-12	·	11	94
COc1cccc(C(=O)N2CCN(Cc3ccccn3)CC2)c1OC	-16	0	6	·	·	19	-0.38	·	·
CCOc1cc(CNCCc2ccc(S(N)(=O)=O)cc2)ccc1OCc1ccccc1	13	-4	-39	·	·	40	-0.15	·	·
COc1ccc(CCNC(=O)CSC2=Nc3ccccc3C3=NC(C(C)C)C(=O)N23)cc1OC (stereo not drawn)	6	9	32	104	89	-7	0.18	7	72
CC(=O)Nc1ccc(S(=O)(=O)NCCC(=O)OCCN2C(=O)c3ccccc3C2=O)cc1	-36	-10	15	104	107	-14	0.46	0	96
O=C(Nc1cccnc1)c1ccc(Br)s1	3	5	-18	35*	82	-4	0.38	-1	7.5*
CCOC(=O)N1CCN(C(=O)CN(Cc2ccccc2)S(=O)(=O)c2ccc(OC)c(Cl)c2)CC1	15	-9	26	95	91	-29	-0.22	11[fluorescence artefact?]	88
SMILES	HUVEC tox TNFa	VCAM1 TNFa inh	cytoskel mod	Lung fibro prol	HUVEC prolif 384	IL1B cytotox	Pyk2 oligo antag	Smad3 FoxH1 inh	H69AR growth 86K
COc1ccccc1-c1cc(C(F)(F)F)nc(N2CCCCC2)n1	-50	5	·	95	114	-10	0.87	-13	97
O=C1c2ccccc2C(=O)N1CCc1nc2ccccc2c(=O)n1CCCn1ccnc1	-34	2	-2	96	90	-1	2.1	4	80
O=C(OCCN=C1NS(=O)(=O)c2ccccc21)C1CC(=O)N(c2ccc(Cl)cc2)C1 (stereo not drawn)	·	-36	7	·	·	-16	0.47	·	·
Cc1oc(-c2ccccc2F)nc1CS(=O)(=O)CC(=O)NCCCN1CCc2ccccc2C1	4	1	-5	102	84	-18	·	3	106
O=C(CNS(=O)(=O)c1ccc(Br)s1)N1CCC(N2CCCCC2)CC1	-18	-9	1	107	98	-40	-0.5	13	98
O=c1cc(NCc2ccccc2)c2ccccc2o1	3	-29	2	101	94	-14	-0.28	5	106
COc1ccc(/C(O)=C2/C(=O)C(=O)N(Cc3ccco3)C2c2cccs2)cc1 (stereo not drawn)	·	·	·	106	97	15	-0.13	-5	96
N=c1ccccn1CC(O)COc1ccccc1 (stereo not drawn)	·	·	·	96	101	·	0	1	100
CCCCNc1nc(CC)c2c(c1C#N)CCCC2	-1	11	1	95	118	-7	-0.75	6	92
O=C1CC(NC23CC4CC(CC(C4)C2)C3)C(=O)N1c1ccc2c(c1)OCO2 (stereo not drawn)	-18	12	-13	102	97	-3	-0.61	-2	94
CCOCCN1CCN(c2c(C)c(C)nc3cc(-c4cc(OC)cc(OC)c4)nn23)CC1	-5	-12	-13	102	76	-3	-0.21	-10	43
COc1ccc(/C=C/C(=O)c2ccc(O)cc2)cc1COc1ccc(F)cc1	-16	10	0	·	·	-83	-1.4	·	·
Cc1c(O)ccc(/C(Cc2ccc3ccccc3n2)=N\O)c1O	-20	28	-15	108	99	-6	-2.7	0	83
CN(CCCNC(=O)C1CCC(=O)N1Cc1ccccc1Cl)c1ccccc1 (stereo not drawn)	-13	19	-3	95	102	-7	-0.96	4	87
CCn1nnc(NC(=O)c2ccc(-c3ccc(Cl)cc3)o2)n1	10	4	-22	100	92	-35	-0.13	1	88
CC(C)Oc1ccc(/C=N/NC(=O)C(CSCc2ccccc2)NC(=O)c2ccc([N+](=O)[O-])cc2)cc1 (stereo not drawn)	-36	16	-9	66	67	-4	0.64	-4	28*
O=C(CSc1nc(Cc2ccccc2)nc2ccccc12)Nc1ccc2c(c1)OCCO2	3	-3	7	·	·	13	-0.17	·	·
Cc1c(C#N)c2ccccc2n1CC(=O)N1CCCc2ccccc21	-7	3	6	93	92	3	-1.2	-4	32*
COc1ccc(/C=N/NC(=O)c2cccc([N+](=O)[O-])c2)cc1OS(=O)(=O)c1ccccc1	-19	-5	5	·	·	-23	-3	·	·
O=C1c2ccccc2C(=O)N1CC1c2ccccc2CCN1C(=O)C1CCCCC1 (stereo not drawn)	4	-12	-1	91	96	·	2.6	18	102
N#Cc1c(NC(=O)CSc2ncnc3c2cnn3-c2ccccc2Cl)sc2c1CCCC2	·	·	·	92	88	-9	0.47	4	74
O=C(Nc1nc2ccc(Cl)cc2s1)C1CCCO1 (stereo not drawn)	4	16	23	99	80	3	0.54	-15	81
Cc1cc(OC(=O)c2ccc(S(=O)(=O)N(C)C)cc2)cc(=O)o1	31	-33	-29	104	114	5	0.37	2	96
Cn1nnnc1SCC(=O)Nc1cc(C(C)(C)C)nn1-c1ccccc1	-4	12	-63	100	105	15	0.38	-5	89
COc1ccc2c(=O)cc(-c3ccccc3)n(C)c2c1	-8	-3	-2	107	95	-21	0.41	4	46
SMILES	HUVEC tox TNFa	VCAM1 TNFa inh	cytoskel mod	Lung fibro prol	HUVEC prolif 384	IL1B cytotox	Pyk2 oligo antag	Smad3 FoxH1 inh	H69AR growth 86K
CCCCn1c(SCC(=O)Nc2nnc(C(C)C)s2)nc2c1c(=O)n(C)c(=O)n2C	-27	-6	-17	87	37	-3	0.19	6	78
Cn1c(=O)[nH]c(=O)c2c1nc(CN1CCN(c3ccc(F)cc3)CC1)n2CCN1CCOCC1	·	·	·	101	100	·	·	7	92
CCOC(=O)c1cccc(NC(=O)COc2ccc([N+](=O)[O-])cc2)c1	21	13	28	·	·	0	-0.06	·	·
c1ccc(-c2nn3c(Cn4nnc5ccccc54)nnc3s2)cc1	-9	13	10	98	85	-28	0.84	-6	90
Cc1cc(O)c(C(C[N+](=O)[O-])c2ccc(Cl)cc2)c(=O)o1 (stereo not drawn)	-8	20	0	·	·	-17	-0.86	·	·
COc1ccc(-c2n[nH]c(=S)o2)c(OC)c1	-12	3	-32	·	·	20	1.4	·	·
Cc1ccc(C)n1Cc1ccc(C(=O)O)cc1	-15	13	6	95	92	-57	2.8	12	102
Cn1c(=NC(=O)c2ccco2)sc2cccc(F)c21	7	21	-12	·	·	-12	·	·	·
O=C(c1ncn[nH]1)N1CCN(c2nc(-c3ccccc3)cs2)CC1	-15	7	-5	102	97	-5	-0.83	6	101
CN1C(=O)N(C)C2(c3ccccc3)Nn3c(s/c(=C/c4ccccc4F)c3=O)=NC12c1ccccc1 (stereo not drawn)	18	-6	·	90	91	17	·	14	75
O=C(Nc1ccccc1)c1[nH]ncc1[N+](=O)[O-]	-8	-37	10	·	·	2	-0.89	·	·
c1ccc(N=C(c2cccs2)N2CCOCC2)cc1	20	2	2	99	101	49	0.4	7	95
Cc1ccc(CNC(=O)CN2CCCC(C)C2)cc1 (stereo not drawn)	-22	-19	6	·	·	22	-0.36	·	·
COC(=O)C1(O)CC(CC(C)C)=NN1C(=O)c1ccccc1 (stereo not drawn)	5	-3	22	·	·	-32	0.3	·	·
O=C(NCC1CCCO1)NC1(C(F)(F)F)Oc2ccccc2O1 (stereo not drawn)	-43	18	14	78	71	-1	0.89	4	21*
O=S(=O)(c1ccc(Br)cc1)c1nc(-c2ccccc2)oc1NCc1cccnc1	-8	12	-7	92	88	6	-2.8	-4	99
O=C(Nc1ccc(Br)cc1)c1cnccn1	-10	1	-1	99	91	-24	0.77	-2	98
Cc1ccc(C)c(-c2csc(N)c2C(=O)OC(C)C)c1	-12	8	5	91	101	2	-1.2	-1	88
CCN(CC)C(=O)Oc1ccc(Cl)c2ccccc12	-17	-9	8	·	·	-35	0.11	·	·
O=C(O)c1ccc2cccc(Cl)c2c1O	0	-5	13	97	87	30	-1.7	-1	94
Cc1cc(Oc2ccccc2)nc(N2CCOCC2)n1	0	1	-9	96	100	-32	0.43	16	94
Cc1cc(=O)oc(C)c1C(=O)NCC(C)C	-14	2	-36	99	94	-209	0.25	4	100
C=CCNC(=O)NC(=O)COC(=O)c1cccnc1SC	-33	5	58	104	95	5	1.2	2	86
Cc1c(C(=O)N2CCCC2)sc(NC(=O)c2ccco2)c1C#N	-38	-16	20	102	94	-12	0.04	1	88

Whole records as entered above.
`Cn1c(=O)[nH]c(=O)c2c1nc(CN1CCN(c3ccc(F)cc3)CC1)n2CCN1CCOCC1` across the screens: HUVEC tox TNFa = ·; VCAM1 TNFa inh = ·; cytoskel mod = ·; Lung fibro prol = 101; HUVEC prolif 384 = 100; IL1B cytotox = ·; Pyk2 oligo antag = ·; Smad3 FoxH1 inh = 7; H69AR growth 86K = 92
`O=C(Nc1ccc(Br)cc1)c1cnccn1` across the screens: HUVEC tox TNFa = -10; VCAM1 TNFa inh = 1; cytoskel mod = -1; Lung fibro prol = 99; HUVEC prolif 384 = 91; IL1B cytotox = -24; Pyk2 oligo antag = 0.77; Smad3 FoxH1 inh = -2; H69AR growth 86K = 98

Only part of the results is shown; rates above refer to the full screens.
